rCAG binder: binders of r(CAG) RNA repeats, primary screen, biochemical, fluorescence | r(CAG) RNA repeat, TO-PRO-1 dye displacement fluorescence | inhibition, % at 3 µM | hit rate 1.3% among 370,000;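 active means inhibition above the plate cutoff, the mean of all test compounds on that plate plus 3 SD, cut at about 35% in these data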;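 further: 0% = DMSO alone and 100% = 100 µM mitoxantrone as full dye displacement; higher means more dye released from RNA so lower well fluorescence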
ABHD4 inh: ABHD4 inhibitors, primary screen, biochemical, fluorescence polarization, mouse | (Lyso)-N-acylphosphatidylethanolamine lipase (Mus musculus), Q8VD66 | AID 720543, 2013 | inhibition, % at 8.92 µM | purified mABHD4, FP-Rh probe fluorescence polarization | hit rate 0.54% among 370,000;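 active means inhibition exceeding the mean over every tested compound plus 3 SD, cut at about 30% in these data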;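 further: 0% = plate median of compound wells and 100% = S159A mutant with DMSO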
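Assay system: mABHD4 protein; medium: HEPES pH 7.0, NaCl, Pluronic buffer; dosing: 8.92 µM, single dose; schedule: 45 min + 60 min at 25 °C; signal: FP readout, ex 525 nm / em 598 nm; read-out: normalized percent inhibition of probe labeling; repeats: single replicate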
PRMT1 inh: PRMT1 methyltransferase inhibitors, primary screen, biochemical, fluorescence polarization; recombinant PRMT1, activity-based probe fluorescence polarization; Protein arginine N-methyltransferase 1 (Homo sapiens), Q99873; inhibition, % at 2.79 µM; AID 652257, 2013; hit rate 1.3% among 370,000;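 active means inhibition above about 21% made by adding two undisclosed values, limit read from the data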
SIAE primary: human SIAE inhibitors, primary screen, biochemical, fluorescence polarization, FP-Rh probe, 1536-well HTS; Sialate O-acetylesterase (Homo sapiens), Q9HAT2; SIAE FP-Rh probe binding; inhibition, % at 9.66 µM; hit rate 0.69% among 370,000; AID 1053197, 2014;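 active means inhibition above a cutoff: mean of compounds within the control limits plus 3 SD of those, cut at about 17% in these data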;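 further: 0% = plate median of compound wells and 100% = probe without SIAE protein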
Target sequence (Q9HAT2 whole entry, looked up): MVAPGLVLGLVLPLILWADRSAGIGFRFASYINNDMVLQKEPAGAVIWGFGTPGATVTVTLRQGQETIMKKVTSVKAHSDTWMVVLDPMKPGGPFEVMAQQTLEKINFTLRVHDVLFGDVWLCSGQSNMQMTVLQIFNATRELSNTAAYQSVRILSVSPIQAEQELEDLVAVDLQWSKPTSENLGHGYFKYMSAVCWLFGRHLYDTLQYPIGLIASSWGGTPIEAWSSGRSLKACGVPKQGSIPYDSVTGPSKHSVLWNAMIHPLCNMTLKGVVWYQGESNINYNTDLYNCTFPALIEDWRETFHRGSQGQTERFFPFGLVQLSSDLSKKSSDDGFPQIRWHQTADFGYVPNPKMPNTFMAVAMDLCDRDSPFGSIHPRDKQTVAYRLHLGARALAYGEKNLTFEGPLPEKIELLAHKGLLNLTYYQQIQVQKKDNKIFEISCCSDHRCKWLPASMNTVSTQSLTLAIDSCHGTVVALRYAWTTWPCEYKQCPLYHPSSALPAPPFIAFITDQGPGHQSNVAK
NPR1 activator: GC-A stimulated cGMP production enhancers – HEK293 GC-A cells, cGMP TR-FRET, EC30 ANP, primary screen; Atrial natriuretic peptide receptor 1 (Homo sapiens), P16066; 0% at EC30 ANP, 100% saturating ANP; activation, % at 10 µM; hit rate 0.14% among 370,000; in the data active means activation above about 40%
NPR2 activator: human GC-B receptor activators, primary screen, HEK293 GC-B cells, cGMP TR-FRET, EC30 CNP; hit rate 0.11% among 370,000; 0% at EC30 CNP, 100% saturating CNP; activation, % at 10 µM; AID 1920062, 2024; Atrial natriuretic peptide receptor 2 (Homo sapiens), P20594;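 active means activation at 10 µM reaching about 35% in either raw or pattern-adjusted values, limit read from the data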
MBD2 inh: inhibitors of MBD2 binding to methylated DNA, primary screen, biochemical, TR-FRET, DNA-binding domain, human | hit rate 0.31% among 370,000 | AID 686964, 2013 | MBD2 binding to methylated oligonucleotide | Methyl-CpG-binding domain protein 2 (Homo sapiens), Q9UBB5 | inhibition, % at 4.4 µM; in the data active means inhibition above about 13%
Target sequence (Q9UBB5 whole entry, looked up, the tested form may be a part): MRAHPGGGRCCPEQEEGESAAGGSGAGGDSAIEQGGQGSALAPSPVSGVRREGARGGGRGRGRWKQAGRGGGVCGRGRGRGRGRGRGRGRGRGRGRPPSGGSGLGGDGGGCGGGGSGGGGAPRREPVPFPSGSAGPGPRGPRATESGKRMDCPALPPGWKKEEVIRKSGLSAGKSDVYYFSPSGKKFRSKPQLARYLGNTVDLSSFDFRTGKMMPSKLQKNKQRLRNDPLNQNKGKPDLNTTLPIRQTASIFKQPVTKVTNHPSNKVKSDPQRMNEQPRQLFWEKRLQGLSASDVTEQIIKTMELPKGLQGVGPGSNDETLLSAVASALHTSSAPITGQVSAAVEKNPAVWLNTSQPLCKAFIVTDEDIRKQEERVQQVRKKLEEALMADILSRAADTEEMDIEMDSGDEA
UHRF1 binding: UHRF1 methylated DNA binding inhibitors, primary screen, counter-screen for MBD2 inhibitor project, biochemical, TR-FRET, human UHRF1, single concentration. E3 ubiquitin-protein ligase UHRF1 (Homo sapiens), Q96T88. UHRF1 binding to methylated oligo. inhibition, % at 4.4 µM. hit rate 0.75% among 370,000. AID 687016, 2013; in the data active means inhibition above about 21%;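 further: UHRF1 SRA domain binding a hemimethylated CpG hairpin DNA probe; 0% = median of test compound wells and 100% = reference inhibitor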
HTRA1 inh: HTRA1 serine protease inhibitors, primary screen, biochemical, fluorescence polarization, HTS; Q92743; recombinant HTRA1, FP-rhodamine activity-based probe; inhibition, % at 5.96 µM; hit rate 0.5% among 340,000; in the data active means inhibition above about 36%;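 further: 0% = enzyme with DMSO and 100% = wells lacking enzyme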
TCR-CD3 inh: inhibitors of human TCR-CD3 interaction, primary screen, biochemical, fluorescence, TAMRA-labeled TCR probe | T-cell receptor (TCR) | inhibition, % at 9.4 µM | hit rate 0.37% among 360,000 | AID 651800, 2012; in the data active means inhibition above about 19%;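 further: recombinant mutant TCR 2C K166C tagged with TAMRA read by polarization; 0% = receptor in buffer alone and 100% = receptor with positive control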
The depositor's hits bear a star; . = no result given. Some of the compounds tested. The share of hits here may be higher or lower than overall.

SMILES	rCAG binder	ABHD4 inh	PRMT1 inh	SIAE primary	NPR1 activator	NPR2 activator	MBD2 inh	UHRF1 binding	HTRA1 inh	TCR-CD3 inh
O=C(COCC(=O)N1CCOCC1)N1CCOCC1	-3	-1	3	-7	4	2	4	2	4	1
Cc1cc(C)c(S(=O)(=O)NCC(=O)NCc2cc(=O)n(C)c(=O)n2C)c(C)c1	-1	-2	3	2	0	2	4	1	1	0
Cc1cc(OCC(=O)N2CCC[C@@H]2C(=O)O)c2c(C)c(C)c(=O)oc2c1	4	4	-2	-3	3	1	-4	-2	-2	12
COc1ccc(-n2c(SC3CCOC3=O)nc3ccccc32)cc1 (stereo not given)	1	-6	-2	-5	36	1	2	2	1	-2
O=C(Nc1ccc(CN2CCCCC2)cc1)c1ccc(Br)o1	3	-2	5	1	2	4	-5	0	1	-4
Cc1ccc(S(=O)(=O)NCc2ccccc2)cc1C(=O)NCc1ccncc1	4	0	2	-2	0	0	1	0	-7	-1
COc1cccc2c1-c1c(C(=O)O)cccc1C2=O	1	9	-1	5	-5	-1	3	1	4	-5
Cc1cc(C)c(S(=O)(=O)N(CC(=O)N2CCOCC2)C2CCCCC2)c(C)c1	-8	-1	2	4	-9	-5	0	0	1	2
Cc1ccc(NC(=O)C2CCC(CNc3c(N4CCC(C)CC4)c(=O)c3=O)CC2)cc1F (stereo not given)	-4	5	-1	-1	1	-6	5	6	4	5
COc1cccc(OC)c1C(=O)NCCSC1CCCCC1	-3	-3	-2	0	2	2	-8	-2	-1	4
CCOc1ccc(-c2c(C(=O)N/N=C(\C)c3cccnc3)nnn2-c2nonc2N)cc1	5	-17	0	-1	0	-3	-2	-1	-18	-1
O=C(c1ccccc1-c1ncc[nH]1)N1CCc2c([nH]c3ccccc23)C1c1ccccn1 (stereo not given)	-5	0	2	6	-6	-5	1	0	.	5
Cc1cc(C)cc(-n2cc[nH]c2=S)c1	0	-1	11	0	-1	5	-6	0	0	3
O=[N+]([O-])c1ccc(N2CCN(S(=O)(=O)c3ccccc3)CC2)c2cccnc12	-1	5	1	0	-4	-3	-1	-4	0	6
O=[N+]([O-])c1ccc(OCc2cnc(Cl)s2)cc1	-4	-6	-2	-8	-3	-4	-1	-2	-1	4
COc1ccc(C2C(C#N)=C(N)OC3=C2C(=O)CC(C)(C)C3)cc1Cn1cc([N+](=O)[O-])cn1 (stereo not given)	2	1	-1	-3	-8	7	1	2	-10	1
CCS(=O)(=O)c1ccc(O)c(NC(=O)c2ccc(S(=O)(=O)N3CCCCCC3)cc2)c1	37*	-4	7	-8	5	0	3	0	0	1
Nc1cc(N2CCCCC2)c([N+](=O)[O-])cc1Cl	-1	7	1	2	1	-3	-1	-3	-7	-2
CCCCOc1ccc(C(=O)CCN2CCCCC2)cc1	1	8	14	-3	20	3	-3	0	-1	7
COc1cc(CNCCc2c[nH]c3ccccc23)ccc1OCc1ccccc1F	-3	6	1	-1	3	2	5	2	-1	-6
O=C(Cn1cc(C(F)(F)F)cc(Cl)c1=O)Nc1cc(Cl)cc(Cl)c1	3	8	-2	-11	0	-3	-3	1	-1	8
CCOC(=O)c1ccccc1OC(=O)Oc1ccccc1C(=O)OCC	-4	3	-6	-1	-7	-5	-4	0	-5	0
O=C(NC1CCCC1)C(c1ccc(Cl)cc1)N(C(=O)c1csnn1)C1CC1 (stereo not given)	-5	-10	-4	-6	-29	-11	0	-1	0	2
O=C(Cc1cccs1)Nc1nnc(SCc2ccc(F)cc2)s1	6	2	-4	-4	-1	-1	-5	-3	-3	9
CN1CCN(C(=O)c2ccc(-c3cccs3)s2)CC1	-2	3	2	3	-2	-4	0	1	.	-4
CCOc1ncccc1C(=O)N1CCN(Cc2ccc3c(c2)OCO3)CC1	-8	-5	-1	1	3	-5	3	1	-1	4
CCOC(=O)c1[nH]c(CSc2nnc(-c3ccc(OC)cc3)o2)c(C(=O)OCC)c1C	0	1	1	-7	9	14	2	1	-11	-5
CC(=O)[C@@H]1[C@@H]2C(=O)N(c3ccccc3F)C(=O)[C@@H]2[C@H]2c3ccccc3C=NN12	-1	0	2	0	3	-2	-3	-1	.	5
CCCCCOc1ccc(NC2=CC(=O)CCC2)cc1	2	18	-5	5	3	7	0	3	-4	1
Cc1cccc(NC(=O)N2CCN(Cc3ccccc3)CC2)c1	-5	-1	-3	7	-1	0	-4	-1	1	6
C=C(C)COC(=O)c1ccccc1C(=O)OCC1(C)CO1 (stereo not given)	0	-9	3	-1	1	-1	-1	2	0	-3
COc1cccc(-c2nc(-c3ccccc3)c(-c3ccccc3)[nH]2)c1OCC(=O)O	64*	10	1	5	1	0	-5	0	-5	2
Cc1cccn2c(=O)c3cc(C#N)c(=O)n(CCCN4CCOCC4)c3nc12	1	-4	1	-1	10	-4	-14	-11	1	8
O=C(NCc1ccccc1)c1ccccc1CO	-3	3	-2	3	-1	-1	-1	4	-10	6
COc1ccnc2c1c(=O)n(Cc1cccc(F)c1)c(=O)n2C	2	0	0	-5	9	9	-1	0	0	5
COc1ccc(C(=O)Nc2cc(C)on2)cc1S(=O)(=O)N1CC(c2ccccc2)CC1=O (stereo not given)	-4	4	-1	-6	0	0	1	4	.	-5
CC(C)NC(=O)N(C)C[C@H]1Oc2ccc(NC(=O)C3CCCCC3)cc2C(=O)N([C@H](C)CO)C[C@@H]1C	-7	4	-2	1	-3	0	6	14	2	4
CCOC(=O)N1CCC(NC(=O)C2CCN(S(=O)(=O)c3ccc4c(c3)oc(=O)n4C)CC2)CC1	-5	4	1	-4	3	-4	-2	-3	9	5
NS(=O)(=O)c1ccc(NC(=O)/C=C/c2cccs2)cc1	6	9	-1	-6	-14	-15	-1	-1	-3	-4
O=C(CSc1ccc(Br)cc1)Nc1ccc(N2CCOCC2)cc1	-2	-1	0	5	2	5	-7	-2	-2	1
CC(=O)Nc1cccc(-c2ccnc3c2CC(C)(C(=O)NC(C)C)O3)c1 (stereo not given)	0	5	2	-1	-2	1	-1	1	.	-1
O=C(O)c1cccc(S(=O)(=O)NCC(=O)N2CCN(c3ccccn3)CC2)c1	3	11	2	0	1	10	1	2	.	.
COc1ccccc1N1CCN(C(=O)NC23CC4CC(CC(C4)C2)C3)CC1	-11	8	1	-2	0	-1	2	-1	2	-4
O=C1CN2NC(=S)N(c3ccccc3)C2=CN1c1ccc(Cl)cc1	-2	-6	-5	3	0	-1	1	2	4	3
Nc1scc2c(C(=O)O)nn(-c3ccccc3)c(=O)c12	2	4	11	4	5	11	0	-1	6	3
COc1cc(C(=O)O)ccc1O	2	7	-2	4	0	-1	-4	-2	11	-2
COc1cccc(-c2cc(NC(C)=O)c3ncc(-c4ccc(OC)c(OC)c4)n3c2)c1	12	0	4	-1	15	16	2	-2	.	-9
CCC(C(=O)Nc1ccccc1N1CCCC1)c1cccc(OC)c1 (stereo not given)	1	-2	0	3	-11	-6	0	-2	.	.
O=C(O)CCCCCCCCc1cn(CN2C(=O)c3ccccc3C2=O)nn1	-2	4	1	5	0	-4	5	14	3	-6
O=C(Nc1cccn(Cc2c(Cl)cccc2Cl)c1=O)c1ccccc1Cl	-3	-5	-2	-15	-3	1	3	1	-33	0

The results go on.
SMILES	rCAG binder	ABHD4 inh	PRMT1 inh	SIAE primary	NPR1 activator	NPR2 activator	MBD2 inh	UHRF1 binding	HTRA1 inh	TCR-CD3 inh
COc1ccc(CNC(=O)Cn2nc(C(F)(F)F)c(Br)c2C)cc1	-5	5	-3	-1	-1	0	-4	0	-4	-5
N#CC1(NC(=O)CN2CCc3ccccc3C2)CCCC1	0	-3	-3	-3	-2	-2	-2	-4	2	-1
CCC(=O)Nc1ccccc1-c1nnn(CC(=O)N2c3ccccc3CC2C)n1 (stereo not given)	-4	5	-1	5	-5	0	0	4	1	-4
C=CCOc1ccc(CN(C)CC(=O)Nc2ccc3c(c2)CCC3)cc1	-5	12	3	1	-2	-2	-3	1	-24	3

Entries above containing fluorine (7):
SMILES	rCAG binder	ABHD4 inh	PRMT1 inh	SIAE primary	NPR1 activator	NPR2 activator	MBD2 inh	UHRF1 binding	HTRA1 inh	TCR-CD3 inh
Cc1ccc(NC(=O)C2CCC(CNc3c(N4CCC(C)CC4)c(=O)c3=O)CC2)cc1F (stereo not given)	-4	5	-1	-1	1	-6	5	6	4	5
COc1cc(CNCCc2c[nH]c3ccccc23)ccc1OCc1ccccc1F	-3	6	1	-1	3	2	5	2	-1	-6
O=C(Cn1cc(C(F)(F)F)cc(Cl)c1=O)Nc1cc(Cl)cc(Cl)c1	3	8	-2	-11	0	-3	-3	1	-1	8
O=C(Cc1cccs1)Nc1nnc(SCc2ccc(F)cc2)s1	6	2	-4	-4	-1	-1	-5	-3	-3	9
CC(=O)[C@@H]1[C@@H]2C(=O)N(c3ccccc3F)C(=O)[C@@H]2[C@H]2c3ccccc3C=NN12	-1	0	2	0	3	-2	-3	-1	.	5
COc1ccnc2c1c(=O)n(Cc1cccc(F)c1)c(=O)n2C	2	0	0	-5	9	9	-1	0	0	5
COc1ccc(CNC(=O)Cn2nc(C(F)(F)F)c(Br)c2C)cc1	-5	5	-3	-1	-1	0	-4	0	-4	-5

Source: PubChem
